USP8 inh: blocks human USP8 ubiquitin-rhodamine cleavage. P40818. purified USP8, Ub-rhodamine cleavage fluorescence, 30 min. inhibition, % at 20 µM. 4.2% of 47,000 active
UCHL1 inh: inhibitors of human UCHL1 deubiquitinase. purified UCHL1, Ub-rhodamine cleavage fluorescence. inhibition, % at 20 µM. AID 1645859. 0.2% of 47,000 active
USP30 inh: human USP30 deubiquitinase inhibition. 5.3% of 47,000 active. AID 1645860. purified USP30, Ub-rhodamine cleavage fluorescence. inhibition, % at 25 µM. Q70CQ3
USP10 inh: human USP10 deubiquitinase inhibition; purified USP10, Ub-rhodamine fluorescence, 60 min; inhibition, % at 20 µM; 1.1% of 47,000 active; Q14694; AID 1645856
USP28 inh: inhibitors of human USP28 deubiquitinase; Q96RU2; purified USP28, Ub-rhodamine cleavage fluorescence, 30 min; inhibition, % at 25 µM; 3% of 47,000 active; AID 1645857
USP17 block: human USP17-like deubiquitinase inhibition | A8MUK1 | 6.5% of 47,000 active | purified USP17, Ub-rhodamine cleavage fluorescence, 3 h | inhibition, % at 50 µM | AID 1645855
OTUD3 inh: inhibitors of human OTUD3 deubiquitinase. Q5T2D3. purified OTUD3, Ub-rhodamine fluorescence, 2 h. inhibition, % at 25 µM. 0.7% of 47,000 active
USP7 block: human USP7 deubiquitinase inhibition | Q93009 | purified USP7, Ub-rhodamine cleavage fluorescence | inhibition, % at 20 µM | 0.3% of 47,000 active
Target sequence (Q93009 whole entry, looked up): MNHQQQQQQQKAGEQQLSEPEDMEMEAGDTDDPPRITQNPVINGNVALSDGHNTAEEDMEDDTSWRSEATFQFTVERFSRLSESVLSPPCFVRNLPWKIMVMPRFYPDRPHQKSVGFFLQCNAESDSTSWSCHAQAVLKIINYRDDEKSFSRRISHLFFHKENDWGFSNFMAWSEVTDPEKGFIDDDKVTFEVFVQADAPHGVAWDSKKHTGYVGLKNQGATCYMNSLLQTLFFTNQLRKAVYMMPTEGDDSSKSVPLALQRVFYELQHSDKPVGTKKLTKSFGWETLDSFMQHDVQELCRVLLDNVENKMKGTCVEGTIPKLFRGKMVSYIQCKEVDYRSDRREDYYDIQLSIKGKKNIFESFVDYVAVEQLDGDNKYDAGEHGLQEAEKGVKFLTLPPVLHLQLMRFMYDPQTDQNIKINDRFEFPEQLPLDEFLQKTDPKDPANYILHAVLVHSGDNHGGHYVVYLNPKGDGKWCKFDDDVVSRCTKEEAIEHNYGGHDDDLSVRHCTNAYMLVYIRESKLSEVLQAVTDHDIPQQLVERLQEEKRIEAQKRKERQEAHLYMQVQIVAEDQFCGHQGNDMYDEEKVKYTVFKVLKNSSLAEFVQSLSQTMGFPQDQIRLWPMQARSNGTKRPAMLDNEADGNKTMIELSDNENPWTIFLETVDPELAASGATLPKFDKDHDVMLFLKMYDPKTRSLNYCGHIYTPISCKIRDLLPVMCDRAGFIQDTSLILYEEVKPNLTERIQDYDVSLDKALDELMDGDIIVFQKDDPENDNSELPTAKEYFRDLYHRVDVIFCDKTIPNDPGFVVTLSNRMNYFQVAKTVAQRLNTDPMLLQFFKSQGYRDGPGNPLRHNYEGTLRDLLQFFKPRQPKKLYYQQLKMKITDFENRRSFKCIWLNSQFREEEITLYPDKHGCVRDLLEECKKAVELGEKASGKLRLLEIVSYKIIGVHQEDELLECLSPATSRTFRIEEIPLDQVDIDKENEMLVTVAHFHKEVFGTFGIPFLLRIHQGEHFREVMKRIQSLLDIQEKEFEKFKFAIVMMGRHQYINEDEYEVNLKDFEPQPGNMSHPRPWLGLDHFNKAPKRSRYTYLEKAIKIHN
The depositor's hits bear a star; nt = no result given. No stated cut-off is given here; in the data, active means inhibition above about 30%; inactive means the rest.

mol | USP8 inh | UCHL1 inh | USP30 inh | USP10 inh | USP28 inh | USP17 block | OTUD3 inh | USP7 block
CSc1ccc(C(=O)NCc2ccc(-c3ccc(F)cc3)o2)cc1 | 16 | -1 | -48 | -1 | 19 | 5 | -5 | 7
Cc1cc(C)c(NC(=O)CS(=O)(=O)c2cn(CC(=O)N3CCC(C)CC3)c3ccccc23)c(C)c1 | 0 | 2 | 13 | 2 | 7 | 2 | -1 | 2
Cc1cc(C2CCCN2C(=O)Cc2ccc(F)cc2)on1 (stereo not drawn) | 1 | 0 | 21 | 3 | 11 | 9 | 9 | -8
COc1ccc(-c2nnc(N3CCC(C(=O)NC4CCCC4)CC3)o2)cc1 | 2 | 0 | 80* | 2 | 21 | 75* | 17 | 3
CCN(CCCNC(=O)CCc1nnc2n(Cc3ccc(F)cc3)c(=O)c3ccccc3n12)c1cccc(C)c1 | 1 | 1 | 28 | -5 | -3 | 13 | 15 | -50
O=S(=O)(NCc1cnn2ccccc12)c1ccc2ccccc2c1 | 11 | -1 | -4 | -3 | 8 | 11 | 6 | 1
Cc1cc(-c2cnc(N(C)C)nc2-c2ccc(CNC(=O)C3CC3)cc2)on1 | -30 | -2 | -13 | 1 | -9 | -23 | -12 | -5
Cc1cc(NC(=O)C2CCC3(CC2)CNC(=O)c2cc(Cl)ccc2O3)nn1C (stereo not drawn) | 9 | 2 | 18 | -2 | 18 | 12 | 6 | 2
COCCN1[C@H]2CCN(Cc3ccccn3)CC[C@@H]2Oc2ccccc2S1(=O)=O | -9 | -4 | -16 | -8 | -5 | -6 | 8 | -2
COc1ccccc1NS(=O)(=O)c1ccc2oc(SCC(=O)c3ccccc3)nc2c1 | -28 | -2 | 3 | 5 | 64* | 1 | 5 | 5
CN(C)CCN1[C@H]2CCN(Cc3ccccn3)CC[C@@H]2Oc2ccccc2S1(=O)=O | -4 | -5 | -59 | -2 | -12 | -16 | -13 | -2
Cc1ccc(NC(=O)C2CCN(S(C)(=O)=O)c3ccccc3O2)c(C)c1 (stereo not drawn) | 1 | 3 | 4 | 2 | 0 | -1 | 4 | 4
Cc1ccc(-n2nc(C)c3c2NC(=O)CC3C(=O)c2ccc(C)s2)c(C)c1 (stereo not drawn) | -6 | 2 | 21 | 1 | 12 | 4 | 11 | -1
Cc1ccc(CNC(=O)NC2CCN(c3ccc(F)cc3)C2=O)cc1 (stereo not drawn) | 18 | 4 | 9 | 12 | 8 | 21 | 11 | 9
C=CCn1c(O)c(C2c3cc([N+](=O)[O-])ccc3Oc3[nH]c(=O)n(CC=C)c(=O)c32)c(=O)[nH]c1=O (stereo not drawn) | -275 | -16 | -244 | -9 | -60 | -99 | -57 | -15
O=C(C1CCOCC1)N1C[C@@H]2C[C@]2(c2ccccc2)C(=O)c2ncccc21 | 1 | -1 | -3 | 1 | -3 | 2 | -3 | 2
Cc1ccc(C2=NC3(CCN(C(=O)Cc4ccccc4)CC3)NC2=O)cc1 | 10 | 0 | 12 | 0 | 0 | 7 | 7 | 0
COc1ccccc1CNC(=O)C1CCCN(c2nc3ccc(C)cc3[nH]2)C1 (stereo not drawn) | 0 | 0 | -4 | -1 | -16 | -5 | -9 | 0
O=C(COc1ccc2c(c1)OCO2)Nc1ccc(N2CCOCC2)cc1 | -96 | 2 | -32 | -2 | 9 | -4 | 3 | -3
CCc1nc2ccccc2c(C(=O)OCC(=O)c2ccccc2)c1C | -1 | -1 | -20 | -1 | 6 | -4 | 3 | 3
CCOc1ccc2oc(C(=O)OCC(=O)Nc3ccc4c(c3)OCO4)c(C)c2c1 | 17 | -2 | -20 | -5 | -8 | 27 | 5 | -1
COCCCNS(=O)(=O)c1ccc2c(c1)CCN2C(=O)C1CC1 | 4 | 1 | 0 | 0 | 0 | 3 | 1 | -1
CCc1noc(-c2ccc(-n3ncc(C(=O)N4CCCC(C)C4)c3C)nc2)n1 (stereo not drawn) | -1 | 3 | 15 | 0 | 17 | 2 | 8 | 0
CCc1nc(CN2CCOC(C)(C(=O)N3CCOCC3)C2)c(C)[nH]1 (stereo not drawn) | 10 | 0 | 30* | -2 | 6 | 7 | 4 | 3
CS(=O)(=O)N1Cc2ccccc2CC1C(=O)NCc1ccccc1Cl (stereo not drawn) | 0 | -1 | 11 | 0 | -6 | 3 | -5 | -17
Cc1ccccc1C(=O)OC(C)CN1CCOCC1 (stereo not drawn) | 4 | 0 | 6 | 1 | 1 | 4 | 0 | 1
CNc1nc2c(c(=O)n1C)CN(C(=O)Nc1cccc3ccccc13)CC2 | 90* | 28 | -27 | 21 | 43* | 71* | 59* | -86
CC(C)CCn1cnc2c(oc3nc4c(cc32)CCCC4)c1=O | -18 | 0 | 22 | 0 | 6 | -8 | 3 | -15
Cc1[nH]ncc1CNC(=O)c1nnn(-c2ccccc2Cl)c1-c1ccccn1 | 13 | 0 | 6 | 0 | 2 | 0 | 2 | 5
COc1cc(C2CCN(C(=O)Nc3ccccc3OC)CC2)on1 | 21 | 3 | 21 | 1 | 10 | 19 | 15 | 5
Cc1nc2ncc3c(n2n1)CC(c1ccccc1)CC3=O (stereo not drawn) | -21 | -7 | -17 | -7 | -22 | -17 | 0 | -17
C/C(=C\CO)CC/C=C(\C)CC/C=C(\C)CC/C=C(\C)CCCC(C)(O)CCCC(C)(O)CCCC(C)(O)CCCC(C)(O)CCC(O)C(C)(C)O (stereo not drawn) | 6 | 1 | -1 | 0 | -6 | -1 | 2 | 6
CN1CCCN(C(=O)c2ccc(C#N)cc2)c2nc3ccccc3nc21 | -10 | 0 | -5 | -1 | -5 | -3 | -5 | -54
Cc1ncoc1C(=O)N1CCCCC1c1ncc(Cc2cccc(F)c2)o1 (stereo not drawn) | -3 | 4 | -2 | -1 | 1 | -2 | -1 | 4
Cc1noc(-c2cnc(NCc3cccc(F)c3)nc2-c2ccco2)c1C | 8 | 6 | 14 | 8 | 24 | 13 | 5 | 3
O=C(Nc1ncc(-c2ccccc2)s1)c1ccccc1Br | -8 | -2 | -9 | 1 | -9 | 17 | -5 | 4
COCCCNc1nc(Nc2cccc(OC)c2)c2cnn(C)c2n1 | 1 | -1 | -3 | 2 | -13 | -14 | -8 | -1
CC(C)(C)c1cc2n(n1)[C@@H](C(F)F)C[C@@H](C1CCN(C(=O)CN3CCCC3)CC1)N2 | -213 | 2 | -13 | -6 | 3 | -31 | 0 | -12
COc1cccc(NC(=O)CC2C(=O)N(CC3CCCO3)c3nc4ccccc4n32)c1 (stereo not drawn) | 0 | -1 | 0 | 1 | -5 | -6 | -5 | -20
O=C(c1ccc(Cl)cc1)N1CCOC(c2ccccc2)C1 (stereo not drawn) | 13 | 1 | 11 | -4 | 4 | 14 | 6 | 0

Arranged by SMILES length (high to low): part of the list above
mol | USP8 inh | UCHL1 inh | USP30 inh | USP10 inh | USP28 inh | USP17 block | OTUD3 inh | USP7 block
C/C(=C\CO)CC/C=C(\C)CC/C=C(\C)CC/C=C(\C)CCCC(C)(O)CCCC(C)(O)CCCC(C)(O)CCCC(C)(O)CCC(O)C(C)(C)O (stereo not drawn) | 6 | 1 | -1 | 0 | -6 | -1 | 2 | 6
CC(C)(C)c1cc2n(n1)[C@@H](C(F)F)C[C@@H](C1CCN(C(=O)CN3CCCC3)CC1)N2 | -213 | 2 | -13 | -6 | 3 | -31 | 0 | -12
COc1cccc(NC(=O)CC2C(=O)N(CC3CCCO3)c3nc4ccccc4n32)c1 (stereo not drawn) | 0 | -1 | 0 | 1 | -5 | -6 | -5 | -20
CCOc1ccc2oc(C(=O)OCC(=O)Nc3ccc4c(c3)OCO4)c(C)c2c1 | 17 | -2 | -20 | -5 | -8 | 27 | 5 | -1
Cc1[nH]ncc1CNC(=O)c1nnn(-c2ccccc2Cl)c1-c1ccccn1 | 13 | 0 | 6 | 0 | 2 | 0 | 2 | 5
CNc1nc2c(c(=O)n1C)CN(C(=O)Nc1cccc3ccccc13)CC2 | 90* | 28 | -27 | 21 | 43* | 71* | 59* | -86
CCc1nc(CN2CCOC(C)(C(=O)N3CCOCC3)C2)c(C)[nH]1 (stereo not drawn) | 10 | 0 | 30* | -2 | 6 | 7 | 4 | 3
Cc1noc(-c2cnc(NCc3cccc(F)c3)nc2-c2ccco2)c1C | 8 | 6 | 14 | 8 | 24 | 13 | 5 | 3
CN1CCCN(C(=O)c2ccc(C#N)cc2)c2nc3ccccc3nc21 | -10 | 0 | -5 | -1 | -5 | -3 | -5 | -54
CC(C)CCn1cnc2c(oc3nc4c(cc32)CCCC4)c1=O | -18 | 0 | 22 | 0 | 6 | -8 | 3 | -15
COCCCNc1nc(Nc2cccc(OC)c2)c2cnn(C)c2n1 | 1 | -1 | -3 | 2 | -13 | -14 | -8 | -1
Cc1nc2ncc3c(n2n1)CC(c1ccccc1)CC3=O (stereo not drawn) | -21 | -7 | -17 | -7 | -22 | -17 | 0 | -17
Cc1ccccc1C(=O)OC(C)CN1CCOCC1 (stereo not drawn) | 4 | 0 | 6 | 1 | 1 | 4 | 0 | 1

Individual results from the entries so far:
COc1cc(C2CCN(C(=O)Nc3ccccc3OC)CC2)on1 – USP7 block: 5
Cc1ncoc1C(=O)N1CCCCC1c1ncc(Cc2cccc(F)c2)o1 (stereo not drawn) – USP10 inh: -1

Additional entries follow.
mol | USP8 inh | UCHL1 inh | USP30 inh | USP10 inh | USP28 inh | USP17 block | OTUD3 inh | USP7 block
CCNC(=O)c1nc(C(=O)NCC(C)c2ccccc2)cs1 (stereo not drawn) | 4 | 3 | 10 | 0 | 8 | 5 | 10 | 2
OC1(Cn2ccc3nc(Cl)ccc32)CCN(Cc2ccccc2F)CC1 | 25 | 4 | 15 | 1 | 7 | 19 | 12 | 0
CN(CC(=O)Nc1ccc(Cl)cc1)c1cnn(-c2nc3ccccc3[nH]2)c(=O)c1Cl | 30* | 3 | 3 | 25 | 20 | 10 | 4 | 17
CCN1CCc2c([nH]c3ccccc23)C1c1c(O)n(-c2cccc(C)c2)c(=O)[nH]c1=O (stereo not drawn) | -27 | -11 | -142 | -5 | -24 | -34 | -28 | -5
Cc1nc(C2(C)CCCN(C(=O)c3ccccc3)C2)nc2c1CC(=O)N2C (stereo not drawn) | 5 | 0 | -11 | 2 | 3 | 9 | 5 | 4
CN1CCN(C2(CNC(=O)COc3ccc([N+](=O)[O-])cc3)CCCCC2)CC1 | -151 | 0 | -5 | 2 | -3 | -22 | 2 | -3
O=C(NC1CC1)c1ccc2c(=O)nc3c(-c4cccc(F)c4)n[nH]n3c2c1 | -2 | -2 | -5 | 1 | -6 | 0 | 1 | 1
COc1cccc(CC(NC(C)=O)C(=O)NC2CCN(C(=O)c3cnccn3)CC2)c1OC (stereo not drawn) | 9 | 0 | 4 | 1 | 0 | 3 | -2 | 2
O=C(NC(=Nc1ccccc1)N1CCOCC1)Nc1ccccc1 | 17 | 1 | 15 | 1 | 12 | 8 | 8 | 1
O=C(CN1CCCCC1)Nc1nc(-c2ccc3c(c2)CCN3C(=O)c2ccccc2F)cs1 | 11 | 2 | 16 | 1 | 17 | 5 | 11 | 4
Cc1cccc(C)c1NC(=O)CC1SC(N2CCOCC2)=NC1=O (stereo not drawn) | 13 | 0 | 13 | 2 | -1 | 8 | 3 | 2
Cc1ccc(CNC(=O)C2CCN(C(=O)c3cc(-c4ccncc4)n[nH]3)CC2)o1 | -4 | 1 | nt | -3 | nt | 5 | 1 | 3
Cc1ccccc1CNS(=O)(=O)c1c(C)[nH]c(C)c1C(=O)N1CCCCC1 | 18 | 4 | 6 | 2 | 1 | 0 | 7 | -19
CC(C)[C@H](NC(=O)[C@@H]1Cc2c([nH]c3ccccc23)C2c3ccccc3C(=O)N21)C(=O)NCCc1cccc(F)c1 (stereo partly drawn) | -12 | -3 | -86 | -8 | -33 | -38 | -23 | -13
Cc1ccc(NC(=O)Cn2c(=O)n(-c3ccc(CC(=O)NCc4ccco4)cc3)c(=O)c3sccc32)c(C)c1 | 15 | 4 | nt | 44* | nt | 69* | -2 | 20
CCOc1ccccc1-c1nc(Cn2cnc3ccccc3c2=O)no1 | -11 | -6 | 26 | -5 | 0 | -10 | -14 | -9
NC(=O)C[C@H](NC(=O)[C@H](Cc1ccccc1)n1c(=O)[nH]c2ccccc2c1=O)C(=O)N[C@@H](Cc1ccccc1)C(=O)O | -13 | 3 | 13 | -3 | 10 | 6 | 8 | 5
O=C(COc1ccc(F)cc1)Nc1onc2c1CCCC2 | 6 | -1 | 10 | -2 | 9 | 1 | -1 | -16
CC(=O)N1CCc2nnc(C3CCN(Cc4ccccc4C)CC3)n2CC1 | 0 | -2 | -5 | -2 | 2 | -22 | 0 | 9
Cc1sc2nc(CN3CCOCC3)nc(NCCc3ccc(S(N)(=O)=O)cc3)c2c1C | -7 | -3 | -49 | -4 | -11 | 10 | -13 | -7
CC(C)NC(=O)N(Cc1cccnc1)Cc1cccs1 | 20 | 2 | 3 | 2 | -5 | 2 | -4 | 5
Cc1ccc(NC(=O)CSc2ncnc3c2sc2nc(-c4ccccc4)c4c(c23)CCC4)cc1 | -11 | -9 | -41 | -5 | -12 | -4 | -14 | -3
COc1ccc(C2CNCCN2C(=O)c2ccc3nc[nH]c3c2)cc1 (stereo not drawn) | -37 | -1 | 14 | 2 | 0 | 2 | 12 | 3

Source: PubChem (Dana-Farber Cancer Institute and Novartis Institutes for BioMedical Research (Cambridge, Mass))
